H9c2 TAG inh – reduces triacylglycerol accumulation in H9c2 cells; 230,000 tested, 0.66% active; AID 651582; Nile Red lipid (TAG) fluorescence; cells loaded with 200 µM oleic acid; inhibition, % at 12.5 µM;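 active = pattern-corrected inhibition of lipid staining of at least 50% with the nuclear-stain viability signal not falling by more than 50%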;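 also: 0% = DMSO wells and 100% = triacsin C control wells; some results filed as inactive read as strong as hits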
H9c2 TAG inh DAPI viability – second read-out of H9c2 TAG inh, no call of its own (marks repeat the call); DAPI nuclei signal change (viability), lower = more cytotoxic, %;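 whole-well DAPI fluorescence read on a plate reader as a viability signal; minus 50 percent equals half of cells still viable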
An asterisk follows results filed as active. A portion of the library; rates above refer to the full screens.

SMILES	H9c2 TAG inh	H9c2 TAG inh DAPI viability
O=C(NCC1CCCN(Cc2ccc3nonc3c2)C1)c1cccc(C(F)(F)F)c1 (stereo not drawn)	-12.5	14.6
CC1(c2ccc(OC(F)F)cc2)NC(=O)N(CC(=O)NCCC2=CCCCC2)C1=O (stereo not drawn)	-14.4	2.9
COc1ccccc1CC(=O)N1CCN(c2ccccc2)CC1	-8.4	2.9
COc1ccc(Cl)cc1N1C(=O)C2CCCN2C1c1cccc(F)c1 (stereo not drawn)	9.2	-7.2
O=C(NNc1cccc(Cl)n1)Nc1ccccc1Cl	-18.8	5.2
CCN(C1CCCCC1)S(=O)(=O)CCNC(=O)c1ccc2c(c1)OCO2	-1.5	-3.0
CC(C)[C@H](NC(=O)c1ccccc1)C(=O)NC1CCCCCCC1	6.5	-7.0
COc1ccc2nc(NC(=O)Cc3cccs3)sc2c1	0.7	17.2
CN(C)C(=O)c1nc2ccc(Cl)cn2c1CNCc1cccc(OC(F)(F)F)c1	-17.8	3.0
N/C(=N\OC(=O)CC1CCCCC1)c1cccc([N+](=O)[O-])c1	-5.1	-4.9
COc1ccc(S(=O)(=O)N2CCN(C(=O)CSC(=S)N3CCCC3)CC2)cc1	0.7	-1.2
CCCC(=O)c1c[nH]c(C(=O)NCc2cccnc2)c1	14.2	-9.8
COc1ccc(-n2c(=O)c(CCC(=O)N3CCN(c4ccccc4O)CC3)nc3ccccc32)cc1	10.9	-1.9
CCOc1ccc(C2N(c3cc(Cl)ccc3OC)C(=O)C3CCCN32)cc1OC (stereo not drawn)	6.6	5.7
CC(CC(=O)Nc1ccc2c(c1)c(=O)n(C)n2-c1ccccc1)c1ccccc1 (stereo not drawn)	-15.7	10.0
C=C1C[C@H]2[C@@H]3C=C(C)C4=CC(=O)CC[C@]4(C)[C@H]3CC[C@]2(C)[C@@]1(OC(C)=O)C(C)=O	4.4	8.1
CC(C)c1cc(C(=O)OCC(=O)N2CCN(C(=O)c3ccco3)CC2)c(O)c(C(C)C)c1	-16.0	3.2
COCC(=O)Nc1nc2n(n1)C(c1ccc(Cl)cc1)CC(c1ccc(OC)cc1)N2 (stereo not drawn)	12.5	24.5
COc1ccc(-c2nc3c(c(=O)c4ccccc4n3C)c(=O)n2Cc2ccccc2)cc1	-6.0	13.2
CC(C)(C)c1ccc(C(CC(=O)O)NC(=O)c2ccccc2F)cc1 (stereo not drawn)	-10.8	4.0
COc1cccc(/C=C2\SC(N)=NC2=O)c1OS(=O)(=O)c1ccccc1	-1.1	-2.8
COc1ccc(C=NOCC(=O)OCC(=O)Nc2ccc(OC)cc2)cc1	5.7	1.3
COC(=O)CN1C(C)=Nc2ccc(Br)cc2C1c1ccccc1 (stereo not drawn)	7.7	19.2
Nc1c(C(=O)O)cnc2nc(N3CCOCC3)nn12	-3.8	-4.2
Nc1c(NCCc2ccccc2)c2ccccc2oc1=O	-4.6	0.3
CC1(C2CC2)NC(=O)N(CC(=O)N2CCN(c3ccccc3Cl)CC2)C1=O (stereo not drawn)	2.7	0.3
O=C1CCS/C(=N\N=C\c2ccc(Cl)cc2Cl)N1	12.8	-11.6
Cc1cc(NC(=O)c2ccco2)ncc1NC(=O)Cc1ccccc1	-13.6	1.1
Cc1ccc(CNC(=O)CNS(=O)(=O)c2cccc3nsnc23)cc1	-6.8	-6.5
CNC(=O)c1ccsc1NC(=O)c1ccc(S(=O)(=O)N2CCCc3ccccc32)cc1	140.6	-78.3

Quoted at random: four records from the list
SMILES	H9c2 TAG inh	H9c2 TAG inh DAPI viability
Cc1ccc(CNC(=O)CNS(=O)(=O)c2cccc3nsnc23)cc1	-6.8	-6.5
Nc1c(C(=O)O)cnc2nc(N3CCOCC3)nn12	-3.8	-4.2
COC(=O)CN1C(C)=Nc2ccc(Br)cc2C1c1ccccc1 (stereo not drawn)	7.7	19.2
O=C1CCS/C(=N\N=C\c2ccc(Cl)cc2Cl)N1	12.8	-11.6

Next records follow:
SMILES	H9c2 TAG inh	H9c2 TAG inh DAPI viability
C=CC[C@@H](Cc1ccc(F)cc1)C(=O)OC[C@H]1CCCN1C(=O)[C@H](CC=C)CC(=O)N[C@H](CO)Cc1ccccc1	8.4	-14.3
CC(C)(C)c1ccc(-c2nnc(SCC(=O)NCC3CCCO3)n2N)cc1 (stereo not drawn)	-4.6	-4.5
Cc1ccccc1OCC(=O)OCC(=O)NCc1ccc2c(c1)OCO2	3.9	2.5
COC(=O)c1cccc(NS(C)(=O)=O)c1	-19.6	-7.0
CC1(C(=O)NS(=O)(=O)c2ccccc2Cl)CCN1C(=O)Cc1ccccc1 (stereo not drawn)	9.7	-2.6
Cc1cc(OC(=O)C(C)(C)C)c([N+](=O)[O-])c(=O)[nH]1	-5.1	6.9
COc1ccc(/C(O)=C2/C(=O)C(=O)N(CCN3CCOCC3)C2c2ccccn2)cc1OC (stereo not drawn)	0.6	2.1
CCC(C)Sc1cc(C(F)(F)F)c(C(=O)Nc2ccc(Cl)cc2)cn1 (stereo not drawn)	-8.3	3.9
C=CCNC(=O)CC1Nc2c3ccccc3nc(=S)n2C1=O (stereo not drawn)	-10.1	8.8
Nc1nc(COC(=O)c2ccco2)nc(Nc2ccccc2)n1	10.0	1.5
Cc1cc(C)n2nc(C(=O)N/N=C/c3cn(C)nc3C)nc2n1	1.6	4.1
O=C(CCNC(=O)C1CCN(S(=O)(=O)c2ccccc2)CC1)NCc1cccnc1	3.2	-0.9
COc1ccc(-c2[nH]ncc2CN2CCCC(C(=O)c3cccc(OC)c3)C2)cc1 (stereo not drawn)	1.4	13.3
O=C(COC(=O)c1ccc(Cl)s1)c1ccc[nH]1	7.1	-8.8
CN(Cc1nc2ccccc2c(=O)[nH]1)C(=O)c1cc(-c2ccc(Br)cc2)nc2ccccc12	20.4	3.3
Cn1c(=S)c2[nH]c(SCCC(C)(C)C)nc2n(C)c1=O	3.5	2.8
CC(C)(O)C#Cc1ccc(C(=O)NCc2ccccc2F)cc1	-9.9	11.2
CC1(OC(=O)C2CCCC2)C(=O)C=C2C=C(c3ccsc3)OC=C2C1=O (stereo not drawn)	5.1	0.6
Fc1ccccc1CN1CCN(c2ncccn2)CC1	4.5	2.0
Cn1c(CCN2CCCC2)nc2cc(NS(=O)(=O)c3ccc(F)cc3)ccc21	-11.5	16.0
COCC(=O)Nc1cccc2ccccc12	10.9	-6.2
CC(=N\O)/C(CN(C)C)=N/O	4.1	2.5
Cc1c([N+](=O)[O-])c2ccc(O)cc2n1-c1ccccc1	-0.9	-3.5
CCc1c(O)nc(N2CCN(Cc3ccccc3)CC2)[nH]c1=O	-12.1	12.4
CC(C)Nc1nc(Oc2ccc(=O)n(-c3ccccc3)n2)nc(N(C)C)n1	-3.9	5.9
CC(NC(=O)CN1CCN(CC(=O)Nc2ccccc2Cl)CC1)c1ccc(Br)cc1 (stereo not drawn)	5.7	-8.4
O=C(Nc1cc(S(=O)(=O)Nc2ccc(Cl)cc2)ccc1O)c1ccc(F)cc1F	14.7	-19.5
COc1ccc(-c2csc(NC(=O)C3CC(=O)N(c4ccc5c(c4)OCCO5)C3)n2)cc1 (stereo not drawn)	20.3	-0.3
COc1ccc(CCNC(=O)CCNC(=O)c2ccco2)cc1OC	8.1	-1.3
O=C(NCC1CCCO1)C1CCN(C2CCN(C(=O)Cc3ccsc3)CC2)CC1 (stereo not drawn)	-11.8	-9.8
CC(OC(=O)CNS(=O)(=O)c1ccc2ccccc2c1)C(=O)N(C)c1ccccc1 (stereo not drawn)	-2.5	-1.6
Cc1ccc(C(=O)NNC(=O)c2ccc3ccccc3c2)cc1	-0.8	2.5
CC1=CC(C)(C)n2c(O)c(N=N)c3c(C)c(C)cc1c32	8.8	-11.9
CC[C@]12c3[nH]c4ccccc4c3CCN1C(=O)C(CC(=O)NCc1ccco1)C[C@@H]2C(=O)N1CCN(C(=O)C2CC2)CC1 (stereo partly drawn)	4.5	-5.4
CC(C)N(Cc1nccn1C)C(=O)c1cc(COc2ccc(F)cc2Cl)on1	8.0	0.0
CCCCc1ccc(NC(=S)NCc2cccs2)cc1	-5.6	18.2
CCOc1ccc(C(=O)/C=C/c2cc(OC)c(OC)c(OC)c2)cc1	7.1	-5.6
Cc1ccc(CNC(=O)CCNC(=O)c2ccco2)cc1	3.1	-5.7
C#CCOCCOCCOCCNc1nc(N2CCN(C(=O)[C@H](CCCCN)n3cc(CN)nn3)CC2)nc(N2CCN(C(=O)[C@H](CCCCN)n3cc([C@@H](N)CC(N)=O)nn3)CC2)n1	-13.0	16.1
COc1ccc(S(=O)(=O)N2CCC(C(=O)NCc3ccccc3)CC2)cc1OC	-3.3	5.6
COc1ccccc1Cn1c(-c2ccco2)nc2nc3ccccc3nc21	-7.3	1.5
CCOC(=O)c1ccc(N2C(=O)C3ON(c4ccccc4)C(c4ccco4)C3C2=O)cc1 (stereo not drawn)	9.8	-7.4
COC(=O)c1cc(NC(=O)C2CC(=O)NC(=NCc3ccc(OC)cc3)S2)cc(C(=O)OC)c1 (stereo not drawn)	3.4	-4.4
CCNS(=O)(=O)c1ccc(NC(=O)c2ccc(Cn3cc([N+](=O)[O-])cn3)o2)cc1	-16.7	0.1
Cc1ccc(OCc2cc(C(=O)N(C)CCn3ccnc3C)no2)cc1C	3.4	-1.7

Reformatted with values under each structure: 5 of the compounds above.
Order of values: H9c2 TAG inh | H9c2 TAG inh DAPI viability
- Cc1cc(NC(=O)c2ccco2)ncc1NC(=O)Cc1ccccc1
  -13.6 | 1.1
- CC(C)(O)C#Cc1ccc(C(=O)NCc2ccccc2F)cc1
  -9.9 | 11.2
- COC(=O)CN1C(C)=Nc2ccc(Br)cc2C1c1ccccc1 (stereo not drawn)
  7.7 | 19.2
- COC(=O)c1cccc(NS(C)(=O)=O)c1
  -19.6 | -7.0
- CC1(c2ccc(OC(F)F)cc2)NC(=O)N(CC(=O)NCCC2=CCCCC2)C1=O (stereo not drawn)
  -14.4 | 2.9

(further entries)
SMILES	H9c2 TAG inh	H9c2 TAG inh DAPI viability
CCN1C[C@@H]2[C@@H]3C(=O)N(Cc4ccccc4)C(=O)[C@@H]3[C@](Cc3ccccc3)(C1=O)N2C(=O)c1ccc(C(C)(C)C)cc1	8.2	7.0
COCc1cc(=O)[nH]c(SCCS(=O)(=O)c2ccc(C)cc2)n1	4.8	3.5
Cn1c(=O)[nH]c2c(c(C(=O)O)nn2C)c1=O	0.5	-2.0
COc1cccc(CNC(=O)C(=O)NCC2CCCO2)c1 (stereo not drawn)	-1.6	0.3
O=C(COC(=O)c1ccc(F)cc1F)Nc1ccc2c(c1)OCO2	7.5	-8.3
COc1cc(C(=O)Nc2ccc(C(N)=O)cc2)c([N+](=O)[O-])cc1OC	0.4	-4.0
O=C(NCCN1CCOCC1)c1cccc(S(=O)(=O)Nc2ccc(F)cc2)c1	-7.3	0.7
Cc1ccc(C)c(NC(=O)CCN2CCc3ccccc3C2)c1	1.2	-6.9
Cc1ccc(SCCC(=O)NC(C)(C)C)cc1	16.2	0.2
CCOc1ccc(/C=N/NC(=O)c2cc(-c3cccn3C)n[nH]2)cc1	0.6	-3.8
COCCNC(=S)NNC(=O)CSCc1ccc(Cl)cc1Cl	0.3	10.8
CCC(C)N(C(=O)COC(=O)CCc1c[nH]c2ccccc12)C1CCS(=O)(=O)C1 (stereo not drawn)	3.2	0.2
CCc1nnc(NC(=O)CSc2ccc(-c3cccs3)nn2)s1	-10.6	-3.7
Cc1ccc([N+](=O)[O-])c2cccnc12	-2.2	-8.1
COc1ccc(-c2nn(-c3ccccc3)cc2C(=O)N2CCN(S(=O)(=O)c3ccccc3C#N)CC2)cc1	2.1	-4.3
O=C(Nc1nnc([C@@H]2C[C@H](O)[C@@H](CO)O2)s1)c1ccccc1Cl	-10.6	-1.3
O=C(NCc1ccccc1)c1cccc(NC(=O)C2CC2)c1	-0.5	-8.6
c1ccc2c(c1)CCN(Cc1nnnn1Cc1ccc3c(c1)OCO3)C2	8.2	0.3
COc1ccc(CC(=O)N(C)Cc2cccc(F)c2)cc1S(=O)(=O)N1CCOCC1	-9.0	-1.0
Cc1cccc(C)c1OCc1nnc2c3cnn(C)c3ncn12	17.5	4.3
CCOc1ccccc1NC(=O)CSc1nnc(-c2ccccc2Cl)n1Cc1ccco1	-13.0	6.5
CCOC(=O)C1=C(CCc2ccccc2)NC(=O)NC1c1ccc(Br)cc1 (stereo not drawn)	-17.2	-3.5
Cc1cc(C(=O)NCCCN2CCN(c3cc(Cl)ccc3C)CC2)n(-c2ccccc2)n1	8.6	8.2
Cc1ccc(NC(=O)CCNC(=O)c2ccco2)cc1	-5.1	1.3
COc1ccc(Br)c(C(=O)N2CCN(S(=O)(=O)c3cccs3)CC2)c1	-11.5	-4.3
CCCCC(=O)Nc1nn(CCC)c2nc3ccccc3cc12	6.3	-8.6
Cc1c(-c2ccccc2)[n+](=O)c2c(n1[O-])CCC2	-10.2	3.7
CCOC(=O)Nc1cccc(OCC(=O)Nc2ccc3c(c2)CCC3)c1	-2.2	7.7
CN(C)S(=O)(=O)c1cccc(NC(=O)c2ccc(S(=O)(=O)N3CCCCC3)cc2)c1	-9.5	-7.4
Cc1cc(OC(=O)c2ccc(S(=O)(=O)N3CCCCC3)cc2)c([N+](=O)[O-])c(=O)[nH]1	-4.1	8.9
Cc1ccccc1C(=O)NC(=S)NCCc1ccccc1	12.3	-4.0
Cc1[nH]c2ccc(F)cc2c1CCN(Cc1ccncc1)C(=S)Nc1cccc(F)c1	4.1	-0.7
CC(=O)Nc1cccc(-c2csc(C(O)c3ccc(F)c(F)c3)n2)c1 (stereo not drawn)	-7.6	-3.5
C=CC(COCc1ccccc1)N(C(=O)OC(C)(C)C)S(=O)(=O)c1ccccc1Br (stereo not drawn)	-18.0	-10.0
O=C1COc2ccc(C(=O)COC(=O)c3ccc(S(=O)(=O)C(F)F)cc3)cc2N1	0.9	3.0
COc1ccc2nc(NCc3cccnc3)sc2c1	5.1	-7.3

High-throughput results as filed in PubChem.
